# Screening results: PubChem, several laboratories
# MgcRacGAP inhibition: MgcRacGAP GTPase-activating activity inhibitors, confirmation, biochemical, ADP Hunter fluorescence. 0.6% of 340,000 active. AID 624330. MgcRacGAP-stimulated Rac1 GTP hydrolysis, ADP Hunter fluorescence; higher % means a stronger effect; GST-tagged Rac1 F28L mutant substrate. inhibition, % at 30 µM; hits with a dose series show IC50 in µM;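 active means first-screen hits whose inhibition reached a set limit at any dose in the follow-up dose series; inconclusive means inhibition above the set first-screen limit but never retested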;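 further: fluorescence reports GDP produced by GAP-driven GTP hydrolysis; strong numbers were not always called active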
# Myeloid diff MLP: myeloid differentiation induction | ER-HoxA9 myeloid progenitors, lysozyme-GFP differentiation, flow cytometry | calls only at 10 µM | 1% of 360,000 active | AID 624256;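 active means normalized GFP-positive differentiation at or above the plate's own cutoff, the solvent-only control mean plus 3 SD; inconclusive means no clear call, values can overlap the other calls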;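 further: cells exposed to compound for four days before flow analysis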
# PhoP inhibition: PhoP-dependent GFP reporter repression – Salmonella Typhimurium, primary screen (AID 1863). S. Typhimurium PhoP-regulated promoter GFP reporter, 4 h; higher % means a stronger effect. one-dose inhibition, % at 50 µM; IC50 in µM for titrated hits. 0.16% of 300,000 active;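 active means inhibition over 29.93%, a cutoff 3 SD above the screen mean, later confirmed by dose response; inconclusive means inhibition over 29.93% but no dose response follow-up; inactive means inhibition at most 29.93% or unconfirmed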;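 further: 0% = low Mg2+ inducing control and 100% = high Mg2+ repressing control; strong numbers were not always called active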
# T cell modulator: modulates CD8 T cell binding to vesicles; 0.068% of 330,000 active; 2C CD8+ T cell-vesicle binding, flow cytometry; stronger effect = lower value; calls only at 7 µM;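 active means response, share of CD8 T cells binding vesicles, and their 90th percentile fluorescence all below set limits, cut at about 80% in these data, passing the limit was not always enough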
#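 Test system: purified 2C TCR transgenic mouse naive CD8+ T cells. Probe or stimulus: QL9-peptide-loaded Drosophila micro-vesicles bearing Ld, ICAM-1 and B7-1. Incubation: binding step 1.5 h, 37 °C, antibody labelling 20 min, ice. Measured by: flow cytometry of vesicle-bound cells.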
# TNAP activators: stimulation of alkaline phosphatase TNAP activity – biochemical, luminescent, no phosphate acceptor, uHTS, primary screen (AID 1001) | purified TNAP, luminescent activation assay, no phosphate acceptor; higher activation fold means a stronger effect | activation fold at 20 µM; hits with a dose series show EC50 in µM | 0.03% of 200,000 active; in the data active means activation fold from about 3, or a potency from the dose series; inactive means the rest, 99 in 100 with activation fold below about 1.6; further: many of its hits are not listed in these tables
# RSV CPE inhibition: RSV antiviral activity via CPE protection, HEp-2 cells, primary 10 µM value included (AID 2391) | HEp-2 cells, RSV-induced CPE inhibition; higher % means a stronger effect | one-dose CPE inhibition, % at 10 µM; IC50 in µM for titrated hits | 0.13% of 310,000 active; in the data active means a potency from the dose series; inconclusive means CPE inhibition mostly from about 23% at the one dose, without a potency; inactive means the rest, 99 in 100 with CPE inhibition below about 21%; further: strong numbers were not always called active
# K1F lysis inhibition: inhibition of K1F phage lysis, E. coli UTI89, bacterial capsule biogenesis inhibitors, alamar blue (AID 488966); 0.02% of 340,000 active; inhibition, % at 100 µM; hits with a dose series show IC50 in µM; E. coli UTI89 K1F phage lysis, alamar blue, 2 h; higher % means a stronger effect;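 active means phage lysis inhibition, versus mean bacterial control, above a set limit; inconclusive means no clear call, values can overlap the other calls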;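 further: capsule biogenesis inhibitors block K1F phage lysis so surviving cells raise fluorescence; higher fluorescence means more inhibition of phage lysis; actives were called in the ten point dose series up to 300 µM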
# Large T inhibition: SV40 large T antigen inhibitors, biochemical (AID 1903). SV40 large T antigen ATPase/helicase inhibition assay; higher % means a stronger effect. inhibition, % at 20 µM, or IC50 in µM where a hit was titrated. 0.39% of 310,000 active; in the data active means a potency from the dose series; inconclusive means inhibition mostly from about 32% at the one dose, without a potency; inactive means the rest, 99 in 100 with inhibition below about 32%; further: strong numbers were not always called active
# NTR1 ag: NTR1-driven beta-arrestin-GFP spot formation – imaging, U2OS cells, high content, primary screen (AID 493036); 0.17% of 330,000 active; activation, % at 20 µM; agonist mode;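 active means activation at or above 40% of the spot to cytoplasm intensity ratio, with at least 20 cells analyzed; inconclusive means wells under 20 cells, flagged as cytotoxic or low count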;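 further: 0% = DMSO without peptide and 100% = 100 nM NTR1 peptide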
# Target sequence (P30989 whole entry, looked up): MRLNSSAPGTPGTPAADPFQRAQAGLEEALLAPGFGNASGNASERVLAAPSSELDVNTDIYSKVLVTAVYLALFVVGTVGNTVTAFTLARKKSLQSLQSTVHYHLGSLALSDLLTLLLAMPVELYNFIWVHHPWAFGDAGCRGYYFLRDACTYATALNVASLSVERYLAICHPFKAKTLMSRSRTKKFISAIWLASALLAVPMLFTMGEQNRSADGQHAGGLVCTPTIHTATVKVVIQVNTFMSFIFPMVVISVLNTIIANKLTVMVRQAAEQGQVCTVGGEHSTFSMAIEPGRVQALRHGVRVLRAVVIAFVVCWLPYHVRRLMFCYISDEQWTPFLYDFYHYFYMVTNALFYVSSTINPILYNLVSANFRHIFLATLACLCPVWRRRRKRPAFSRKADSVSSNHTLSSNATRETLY
# T cell modulator vesicle-bound %: further read-out of T cell modulator, marked with its call; double positive events, %; measured here: CD8+ vesicle-bound cell fraction;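 binding gate set so that unloaded-vesicle control wells show 10% double positive cells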
# NTR1 ag cell count 20 µM: also measured in NTR1 ag; calls as there; cell count; measured here: cell count, cytotoxicity flag
# Myeloid diff MLP GFP+ MAC1+ %: further read-out of Myeloid diff MLP, marked with its call; GFP+ MAC1+ double positive, %; measured here: differentiation confirmed by MAC1 staining
# An asterisk follows results filed as active; i = inactive; ? = inconclusive; · = not tested or not shown; [ ] = another dose, or the depositor's remark.
SMILES,MgcRacGAP inhibition,Myeloid diff MLP,Myeloid diff MLP GFP+ MAC1+ %,PhoP inhibition,T cell modulator,T cell modulator vesicle-bound %,TNAP activators,RSV CPE inhibition,K1F lysis inhibition,Large T inhibition,NTR1 ag,NTR1 ag cell count 20 µM
CC(C)c1ccc(S(=O)(=O)N2CCN(C(=O)CN3C(=O)NC(C)(c4ccccc4)C3=O)CC2)cc1 (stereo not given),4%,i,0.6,5%,i,47,·,-1.4%,0.2%[50 µM],6%,-0.1,58
CCn1c(SCC(=O)O)nnc1-c1ccccc1OC,5%,i,0.6,6%,i,55,1,0.2%,0.8%,2%,-1.4,34
O=C(Cn1nnc(-c2cccs2)n1)OC1CCCCC1,8%,i,1.4,-2%,i,36,1.1,2.2%,0.1%,9%,2.9,69
CCN(CC)S(=O)(=O)c1ccc2[nH]c(=O)cc(C(=O)NCC(c3ccco3)N3CCCC3)c2c1 (stereo not given),13%,i,0.7,-4%,i,28,·,-1.3%,1.0%[50 µM],18%,0.0,62
CCn1c2ccccc2c2cc(NC(=O)c3ccccc3-c3ccccc3C(=O)O)ccc21,11%,i,0.3,-4%,i,20,·,16%,-0.2%,11%,2.3,82
CC(C)Cn1c(=O)c2ccccc2n2c(CCC(=O)NC3CCN(Cc4ccccc4)CC3)nnc12,3%,i,0.3,2%,i,29,·,-1.2%,0.3%,4%,-0.6,64
Cc1cc(NC(=O)CSc2nc3c(c(=O)n2-c2ccc(Cl)cc2)SCC3)no1,7%,i,6.5,·,i,16,·,0.0%,-1.6%,·,2.8,49
NNC(=O)CN1C(c2ccc(Cl)cc2)=Nc2ccc(Br)cc2C1c1ccccc1 (stereo not given),-4%,i,1.7,21%,i,17,1.1,1.2%,2.3%,4%,11,73
O=C(Nc1ncccn1)c1cccc(Cl)c1,·,i,1.3,·,i,11,·,0.4%,·,11%,0.5,62
COc1ccc(N(CC(=O)NCc2ccccc2Cl)S(=O)(=O)c2c(C)noc2C)cc1,0%,i,1.1,-6%,i,30,·,3.0%,0.0%,12%,1.5,76
COC(=O)c1ccc(CNC(=O)c2ccc(S(=O)(=O)N3CCCCCC3)cc2)cc1,-6%,i,0.6,·,i,43,·,·,2.1%,·,1.8,60
Cc1ccc(S(=O)(=O)Nc2ccc(F)cc2)cc1C(=O)N1CCOCC1,4%,i,0.5,·,i,38,·,·,-0.3%,·,-0.7,52
CCN(CC)S(=O)(=O)c1ccc(N2CC(C(=O)NCc3cccnc3)CC2=O)cc1 (stereo not given),8%,i,0.6,-5%,i,33,·,1.8%,-0.2%,5%,-0.5,49
COc1ccccc1-c1cc2nc(C)c(CCC(=O)NCc3ccco3)c(C)n2n1,6%,i,3.8,-10%,i,26,1.2,1.7%,-0.1%,8%,-0.8,83
O=c1cc(-c2ccccc2)c2cc(Cl)c(O)c(CN3CCOCC3)c2o1,8%,i,0.6,-13%,i,25,·,-0.8%,0.1%,15%,1.2,57
O=C(CSc1nnnn1CCCO)Nc1ccc2c(c1)OCO2,6%,i,1.6,-4%,i,55,1.1,-0.9%,-6.1%,3%,0.4,53
CCN(Cc1ccccc1)C(=O)CSc1n[nH]c(N)n1,6%,i,0.8,10%,i,25,·,0.6%,1.0%,5%,-0.6,45
O=C(CSc1ccc(Cl)cc1Cl)N1CCC(c2nc3ccccc3s2)CC1,11%,i,0.2,2%,i,50,1,13%,0.1%,12%,12,50
Cn1c(=O)cc(OCC(=O)N2CCC(N3CCCCC3)CC2)c2ccccc21,4%,i,3.3,1%,i,10,1.2,-0.9%,2.4%,7%,0.8,60
CC(=O)c1ccccc1C(=O)N(C)C1CCCN(Cc2ccccc2F)C1 (stereo not given),-6%,i,1.0,-6%,i,51,·,1.4%,0.9%,3%,-0.3,44
COc1ccc(OC)c(NC(=O)NNC(=O)c2cc3occc3[nH]2)c1,6%,i,1.9,3%,i,61,·,1.8%,0.2%,11%,-0.7,63
Cc1ccc(N(CCC#N)C(=O)COC(=O)c2cc(C)oc2C)cc1,4%,i,2.1,·,i,46,·,·,0.5%[50 µM],·,-0.5,49
Cc1ccc(-c2nc(CN(C)C)cc(CN(C)C)c2O)cc1,-5%,i,1.0,4%,i,39,1.1,1.1%,4.0%,1%,0.4,64
NC(=O)c1ccsc1NC(=O)CCS(=O)(=O)c1ccccc1,3%,i,0.4,2%,i,29,1.1,0.5%,0.1%,2%,3.1,65
O=C(NCC(=O)N1CCN(S(=O)(=O)c2ccccc2F)CC1)c1ccc2c(c1)OCO2,1%,i,0.6,5%,i,28,·,0.9%,0.0%[50 µM],14%,0.3,81
CCOC(=O)C1CCCN(C(=O)C2CCN(S(=O)(=O)c3c(C)noc3/C=C/c3ccccc3F)CC2)C1 (stereo not given),-3%,?,·,1%,i,6,·,-0.2%,-0.4%,2%,1.6,66
Cc1ccc(C(=O)CN2C(=O)NC3(CCCCCC3)C2=O)c(C)c1,6%,i,0.1,-5%,i,45,·,-1.8%,1.4%[50 µM],22%,1.0,70
CCc1nn(CC(=O)NCCCN2CCN(C)CC2)c(=O)c2cc3sccc3n12,11%,i,1.5,-5%,i,11,·,0.2%,2.4%,6%,0.1,58
O=C1OCCC1Sc1nnnn1-c1ccccc1 (stereo not given),8%,i,0.6,1%,i,37,1.1,1.6%,0.5%,3%,-3.0,29
O=C1C2C(c3ccccc3)C=CC(c3ccccc3)C2C(=O)N1CCO (stereo not given),4%,i,7.3,·,i,12,1,0.3%,0.0%,·,0.1,46
O=C1c2cccc3cc([N+](=O)[O-])cc(c23)C(=O)N1c1nncs1,14%,i,0.6,·,i,57,·,0.2%,0.2%,8%,0.4,44
Fc1ccc(NC(=S)Nc2ccccc2Cl)cc1,-7%,i,0.7,1%,i,57,1.1,3.5%,0.0%,6%,0.1,80
COc1cccc(C2=NOC(C(=O)Nc3ccc4c(c3)OCO4)C2)c1 (stereo not given),3%,i,0.4,6%,i,54,1.1,1.5%,-0.5%,8%,-1.6,74
CN(C(=O)c1ccccc1C(=O)OCC(=O)Nc1cccc(Br)c1)c1ccccc1,6%,i,0.8,·,i,41,·,0.8%,-0.5%[50 µM],·,0.8,50
CC(=O)NC1=NN(C(C)=O)C(c2ccc(C)cc2)S1 (stereo not given),10%,i,0.4,-3%,i,59,1,-0.2%,-0.1%,4%,3.6,47
Cc1ccc2nc(SCCC(=O)O)cc(C)c2c1,32%,i,1.1,-6%,i,55,1,14%,-0.1%,10%,2.8,40
Cc1cccc(C)c1NC(=O)C(=O)NCCc1c[nH]c2ccccc12,-1%,i,1.8,5%,i,28,1.1,0.0%,0.2%,26%,1.8,55
Cc1cc(C)cc(NC(=O)c2ccc(NC(=O)C3C4CC5OC(=O)C3C5C4)cc2)c1 (stereo not given),8%,i,0.5,-3%,i,58,1.1,4.5%,0.2%,7%,-0.2,67
Cc1cc(F)cc(C)c1Cn1cnc2c(cnn2C(C)(C)C)c1=O,-7%,i,1.4,·,i,16,·,·,-0.9%,·,0.1,46
CSc1ccc(C2=CC(=O)C[C@H](c3ccc4c(c3)OCO4)C2)cc1,1%,i,1.6,·,i,20,·,0.3%,0.6%,·,-1.9,36
O=C(COC(=O)c1ccccc1NCCO)NNC(=O)c1cccs1,3%,i,1.2,-3%,i,51,·,0.1%,1.6%[50 µM],15%,0.0,48
COc1ccc(Cc2nc(C)cc(Cl)n2)cc1[N+](=O)[O-],4%,i,0.4,1%,i,60,·,2.4%,-1.2%,9%,0.3,59
Cc1occc1C(=O)NC(C)C(C)(C)C (stereo not given),3%,i,5.8,1%,i,10,1.1,-0.4%,1.1%,7%,-0.9,68
Cc1ccc(CSCC(=O)N/N=C/c2sccc2C)cc1,12%,i,0.8,-7%,i,46,1,1.9%,-0.2%,0%,2.2,43
O=C(CNc1n[nH]c(=O)[nH]c1=O)N/N=C/c1cccnc1,8%,i,0.8,1%,i,32,1.1,0.5%,4.4%[50 µM],0%,1.0,74

# A draw from above in order of SMILES length, lowest first.
SMILES,MgcRacGAP inhibition,Myeloid diff MLP,Myeloid diff MLP GFP+ MAC1+ %,PhoP inhibition,T cell modulator,T cell modulator vesicle-bound %,TNAP activators,RSV CPE inhibition,K1F lysis inhibition,Large T inhibition,NTR1 ag,NTR1 ag cell count 20 µM
Cc1ccc(CSCC(=O)N/N=C/c2sccc2C)cc1,12%,i,0.8,-7%,i,46,1,1.9%,-0.2%,0%,2.2,43
CC(=O)NC1=NN(C(C)=O)C(c2ccc(C)cc2)S1 (stereo not given),10%,i,0.4,-3%,i,59,1,-0.2%,-0.1%,4%,3.6,47
O=C(CNc1n[nH]c(=O)[nH]c1=O)N/N=C/c1cccnc1,8%,i,0.8,1%,i,32,1.1,0.5%,4.4%[50 µM],0%,1.0,74
O=C1c2cccc3cc([N+](=O)[O-])cc(c23)C(=O)N1c1nncs1,14%,i,0.6,·,i,57,·,0.2%,0.2%,8%,0.4,44

# Next section
SMILES,MgcRacGAP inhibition,Myeloid diff MLP,Myeloid diff MLP GFP+ MAC1+ %,PhoP inhibition,T cell modulator,T cell modulator vesicle-bound %,TNAP activators,RSV CPE inhibition,K1F lysis inhibition,Large T inhibition,NTR1 ag,NTR1 ag cell count 20 µM
CCOC(=O)N1CCN(C(=O)c2cc3ccc(OC)cc3[nH]2)CC1,18%,i,0.5,19%,i,45,·,1.8%,0.1%,-3%,1.4,82
CC(C)Cn1c(N)c(C(=O)CSc2nc3ccccc3n2C)c(=O)n(C)c1=O,1%,i,4.6,4%,i,56,1.1,1.4%,4.7%,2%,2.1,79
CSc1nccc(Oc2ccc(C#N)cc2)n1,4%,i,0.1,7%,i,53,0.9,3.9%,3.1%,12%,-2.2,72
COc1cccc(C=Nc2cc(C)cc(C)c2)c1O,9%,i,0.2,23%,i,46,0.8,2.9%,3.3%,4%,1.5,47
O=C1C2C3C=CC(C3)C2C(=O)N1c1ccc(-c2nc3ccccc3o2)cc1 (stereo not given),18%,i,0.6,5%,i,35,1.1,2.2%,0.1%,0%,-0.7,23
Cc1ccc(S(=O)(=O)CCSc2cccc(C(=O)O)c2)cc1,6%,i,1.2,-1%,i,54,·,0.7%,0.8%,7%,0.1,47
